TbMetRS inhib = blocks T. brucei methionyl-tRNA synthetase activity. purified T. brucei MetRS, ATP depletion, Kinase-Glo luminescence. inhibition, % at 11.9 µM. actives 0.4% (n = 360,000);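 active = inhibition above a per-plate cutoff of the control wells' mean inhibition plus 3 SD, cut at about 5.5% in these data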;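 note: 0% = DMSO wells median and 100% = median of wells with control inhibitor compound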
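Test system: purified T. brucei MetRS enzyme. Also added: ATP, methionine and E. coli bulk tRNA substrates. Compound: 11.9 µM single point. Schedule: 15 min enzyme-compound preincubation, 2 h reaction, 10 min detection, 25 °C. Signal: luciferase luminescence of residual ATP, Kinase-Glo. Evaluation: percent inhibition versus plate control medians. Controls: DMSO wells, low control.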
Scp1 inh = inhibitors of human Scp-1 phosphatase | Q9GZU7 | Recombinant Scp1, phosphopeptide, malachite green phosphate absorbance | inhibition, % at 20 µM | actives 0.88% (n = 340,000) | AID 493091;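 active = inhibition above about 50% at 20 µM, limit read from the data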;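 note: plate controls were DMSO wells with enzyme for no effect and wells lacking enzyme for full effect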
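Incubation: 45 min enzyme reaction at room temperature / System: truncated SCP-1 phosphatase (76-261aa) / Reagent: Phospho 17-mer peptide substrate / Buffer or medium: Acidic Tris acetate buffer with magnesium and detergent / Signal: absorbance at 630 nm / Doses: one concentration, 20 µM, with 1.0% DMSO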
DNMT1 block = blocks human DNA methyltransferase DNMT1 | inhibition (reported as % activation of signal), % at 10 µM | actives 0.83% (n = 360,000) | DNMT1 molecular beacon, Hinp1I cleavage, fluorescence | P26358 | AID 588458; in the data active = inhibition above about 50%
Target sequence (P26358 504-1616 limits assumed): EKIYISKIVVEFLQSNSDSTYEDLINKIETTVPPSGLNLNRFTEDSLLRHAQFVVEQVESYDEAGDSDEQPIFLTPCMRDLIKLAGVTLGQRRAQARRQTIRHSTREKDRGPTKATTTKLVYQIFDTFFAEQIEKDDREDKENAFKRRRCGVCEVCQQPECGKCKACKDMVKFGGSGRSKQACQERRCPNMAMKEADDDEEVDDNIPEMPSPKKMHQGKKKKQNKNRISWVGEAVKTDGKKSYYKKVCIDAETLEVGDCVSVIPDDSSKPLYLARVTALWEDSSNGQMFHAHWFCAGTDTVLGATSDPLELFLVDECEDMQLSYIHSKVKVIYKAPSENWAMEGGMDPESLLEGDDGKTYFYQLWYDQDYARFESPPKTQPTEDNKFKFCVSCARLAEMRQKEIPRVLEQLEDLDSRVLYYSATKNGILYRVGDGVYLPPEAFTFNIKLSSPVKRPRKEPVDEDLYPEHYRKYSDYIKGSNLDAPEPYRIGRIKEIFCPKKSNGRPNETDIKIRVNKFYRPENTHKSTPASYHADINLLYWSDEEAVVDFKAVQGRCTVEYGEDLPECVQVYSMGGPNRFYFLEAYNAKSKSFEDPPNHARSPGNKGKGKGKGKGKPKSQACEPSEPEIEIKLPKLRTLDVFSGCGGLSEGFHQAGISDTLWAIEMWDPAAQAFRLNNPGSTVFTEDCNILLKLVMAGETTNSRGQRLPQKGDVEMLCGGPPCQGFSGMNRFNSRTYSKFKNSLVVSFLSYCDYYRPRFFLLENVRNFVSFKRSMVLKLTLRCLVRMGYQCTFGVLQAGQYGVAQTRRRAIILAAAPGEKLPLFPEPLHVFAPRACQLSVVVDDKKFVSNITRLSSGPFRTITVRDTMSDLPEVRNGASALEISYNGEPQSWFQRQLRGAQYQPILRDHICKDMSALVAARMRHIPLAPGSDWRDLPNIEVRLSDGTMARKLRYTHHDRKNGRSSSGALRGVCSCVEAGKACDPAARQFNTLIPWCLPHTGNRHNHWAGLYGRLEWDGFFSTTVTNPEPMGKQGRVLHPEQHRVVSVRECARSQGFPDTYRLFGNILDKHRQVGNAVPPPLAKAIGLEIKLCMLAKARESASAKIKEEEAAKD
MsrA inh = inhibitors of bovine MsrA; purified bovine MsrA, absorbance read-out; inhibition, % at 15.5 µM; actives 0.75% (n = 360,000); AID 651718; in the data active = inhibition above about 4.5%;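 note: 0% = vehicle wells with enzyme and 100% = reference inhibitor wells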
STEP inh = blocks human striatal-enriched tyrosine phosphatase; recombinant STEP, OMFP fluorogenic substrate, fluorescence; inhibition, % at 20 µM; actives 0.25% (n = 360,000);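 active = inhibition at 20 µM, scaled per plate between control wells, above about 37%, limit read from the data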;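 note: 0% = DMSO with enzyme and substrate and 100% = substrate only without enzyme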
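System: STEP phosphatase, cell-free reaction; Buffer or medium: Bis-Tris pH 6.0 buffer with DTT, detergent; Incubation: 20 min at room temperature, dark; Measured by: fluorescence, 480/540 nm.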
SUMO1-SIM PPI = alters human SUMO1 binding to SIM partners | inhibition, % at 20 µM | actives 0.33% (n = 360,000) | SUMO1 binding to a labelled peptide, TR-FRET, 1 h | P63165; in the data active = inhibition above about 37%
NadD block = blocks S. aureus nicotinate mononucleotide adenylyltransferase | actives 0.78% (n = 360,000) | inhibition, % at 20 µM | AID 602399 | purified NadD enzyme, colorimetric absorbance read-out; in the data active = inhibition above about 26%; note: some compounds past the cut are filed as inactive
LMPTP block = LMPTP (human) inhibition | inhibition, % at 20 µM | recombinant LMPTP-A, OMFP fluorogenic substrate, fluorescence intensity | actives 0.22% (n = 360,000) | P24666;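 active = compounds that cut the enzyme signal by at least half of the control window in the single-dose screen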;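 note: plate controls were DMSO wells with enzyme plus substrate for no effect and substrate without enzyme for full effect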
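Test system – LMPTP-A phosphatase enzyme · Quantity – 0.625 nM LMPTP-A final · Reagent – OMFP substrate, 400 µM final · Dosing – one test concentration per compound, 20 µM, with 3% DMSO overall · Timing – 50 min enzyme reaction at room temperature, protected from light · Detection – fluorescence intensity · Controls – substrate-only low control, DMSO enzyme-plus-substrate high control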
CSN deneddyl inh = blocks human CSN-mediated cullin deneddylation | Q92905 | Purified CSN, SCF-Nedd8-OG deneddylation, fluorescence polarization | inhibition, % at 12.5 µM | actives 0.38% (n = 360,000) | AID 651999;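 active = pattern-corrected inhibition above about 35%, with an unprinted fluorescence ratio check between 0.5 and 1.5, limit read from the data, passing the limit was not always enough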;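 note: 0% = enzyme with substrate and 100% = substrate without enzyme; some results filed as inactive read as strong as hits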
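Schedule: reaction 90 min, room temperature / Assay system: HEK293T-derived human Csn5 enzyme / Input: Csn5 at 0.24 nM final / Measure: inhibition of Csn5 cleavage, % / Control set: substrate-only high control, full reaction low control / Technique: fluorescence polarization of the substrate / Buffer or medium: Tris/NaCl/DTT buffer, pH 7.5 / Reagent: SCFSkp2-Nedd8OG substrate at 10 nM final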
Rpn11 inh = blocks the human proteasome subunit Rpn11; human 26S proteasome, Ub4-pepOG fluorescence polarization; 20S core pre-blocked with epoxomicin; O00487; actives 0.59% (n = 360,000); calls only at 20 µM;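 active = inhibition at 20 µM, scaled to each plate's controls, above about 33%, limit read from the data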
* marks the source's active call; other numbers are inactive results; i = inactive; x = not tested or not shown.

Field names: A = TbMetRS inhib; B = Scp1 inh; C = DNMT1 block; D = MsrA inh; E = STEP inh; F = SUMO1-SIM PPI; G = NadD block; H = LMPTP block; I = CSN deneddyl inh; J = Rpn11 inh
C=CCn1c(SCC(=O)Nc2c(C)n(C)n(-c3ccccc3)c2=O)nnc1-c1cccnc1
  A: -0.3; B: -7; C: -3; D: 0.4; E: -1; F: -6; G: 2; H: -1.9; I: 3; J: i
COC(=O)C1=C(C)NC(=O)NC1c1ccc(-c2ccc(Cl)cc2)o1 (stereo not drawn)
  A: 0.1; B: -11; C: -2; D: -0.2; E: 2; F: 2; G: 3; H: 0.9; I: -2; J: i
Cn1c(=O)[nH]c(=O)c2c1nc(N1CCCCCC1)n2CCOc1ccccc1
  A: -1.6; B: -9; C: 4; D: 0.5; E: -1; F: 0; G: 0; H: -1.4; I: -2; J: i
COC(=O)c1[nH]c2cc(OC)ccc2c1NC(=O)CN1CCN(c2cccc(C)c2)C(C)C1 (stereo not drawn)
  A: 0.0; B: -7; C: -10; D: 0.5; E: 1; F: 1; G: -1; H: 3.0; I: -1; J: i
COc1ccc(C2=Nc3ccccc3OC2)cc1
  A: 0.1; B: -6; C: -7; D: 1.1; E: -2; F: -8; G: 4; H: 0.6; I: 7; J: i
Cn1c2ccccc2c(=O)c2c(=O)n(Cc3ccco3)c(COc3ccccc3)nc21
  A: -1.4; B: 93*; C: 38; D: -0.5; E: 71*; F: 42*; G: 43*; H: 69*; I: 19; J: i
CC1Sc2ccc(S(=O)(=O)N3CCC(C(=O)Nc4ccc(Cl)cc4)CC3)cc2NC1=O (stereo not drawn)
  A: 2.1; B: -16; C: -8; D: -0.4; E: -2; F: 6; G: 7; H: 3.8; I: 9; J: x
O=C(Nc1cccc(OCC(=O)N2CCOCC2)c1)c1cccc(Cl)c1
  A: -0.4; B: 1; C: -1; D: -0.4; E: 0; F: 0; G: 0; H: -0.1; I: 2; J: i
CC(=O)c1ccc(NC(=O)/C=C/c2ccc(C)cc2)cc1
  A: -0.1; B: -5; C: 1; D: 2.0; E: 1; F: -4; G: -5; H: 0.6; I: -5; J: i
COc1ccc(CCNC(=O)C(=O)NCc2ccccn2)cc1
  A: 0.0; B: -7; C: 2; D: -0.9; E: 0; F: -8; G: -4; H: 0.3; I: 1; J: i
c1ccc(CN2CCN(CCCNc3ccc4nnc(-c5ccccc5)n4n3)CC2)cc1
  A: -0.6; B: -13; C: 2; D: x; E: 3; F: -9; G: 1; H: 3.6; I: 5; J: i
CCOc1ccc(Nc2cc(C)nc3ccc(C)cc23)cc1
  A: -0.3; B: -5; C: 6; D: 2.3; E: 1; F: -9; G: -3; H: 2.7; I: -6; J: i
CCOC(=O)c1ccc(N2C(=O)C3CCOc4ccccc4C32)cc1 (stereo not drawn)
  A: 0.4; B: 2; C: 5; D: 0.6; E: 5; F: 5; G: -2; H: -1.7; I: -1; J: i
Cc1c(C(=O)NCC(c2ccco2)N2CCCC2)sc2ccccc12 (stereo not drawn)
  A: -0.2; B: -10; C: -8; D: 0.3; E: -1; F: -5; G: -3; H: -0.8; I: 1; J: i
Cc1ccc(Cn2c(SCC(C)C)nc3c2c(=O)[nH]c(=O)n3C)cc1
  A: -0.5; B: -10; C: 8; D: 1.2; E: 2; F: 1; G: 1; H: 0.9; I: 3; J: i
Cc1cnc(NC(=O)c2cccc(S(=O)(=O)N3CCOCC3)c2)s1
  A: -0.2; B: -1; C: 5; D: 1.1; E: -3; F: 3; G: -1; H: -0.5; I: 0; J: i
COc1ccccc1CNC(=O)CCC1N=C2c3ccccc3N=C(SCC(=O)NCC3CCCO3)N2C1=O (stereo not drawn)
  A: 0.0; B: -1; C: 1; D: 0.8; E: -4; F: 2; G: -5; H: -0.2; I: 0; J: i
CC(C)(C)NS(=O)(=O)c1ccc(NC(=O)c2cc(-c3ccccc3)nc3ccccc23)cc1
  A: -1.2; B: -2; C: -11; D: 1.8; E: -1; F: 0; G: 18; H: 0.3; I: 0; J: i
CNc1ccc(Oc2nc([N+](=O)[O-])nn2C)cc1
  A: 0.0; B: -5; C: -11; D: -1.8; E: -1; F: -13; G: 2; H: 0.5; I: -8; J: i
CC(=O)Nc1ccc(OCCOc2ccc([N+](=O)[O-])cc2)cc1
  A: 0.2; B: 14; C: -4; D: 1.6; E: -3; F: -27; G: -5; H: -1.0; I: 1; J: i
CCCCNS(=O)(=O)c1cc2c3c(c1)CCN3C(=O)CC2
  A: -0.8; B: -9; C: 3; D: 1.7; E: -2; F: -3; G: -5; H: -0.5; I: -1; J: i
C=CCSc1nnc(-c2sc(-c3ccccc3)nc2C)n1C
  A: 0.7; B: -11; C: 1; D: 1.6; E: -1; F: -9; G: 1; H: -0.9; I: 1; J: i
CCOC(=O)/C=C1\CN(C(C)c2ccccc2)S(=O)(=O)c2ccccc21 (stereo not drawn)
  A: -0.8; B: 84*; C: 3; D: -0.4; E: 2; F: -3; G: 15; H: 0.5; I: 3; J: i
Cc1ccccc1-c1nnc(SCC(=O)NCc2ccc3c(c2)OCO3)n1C
  A: 0.1; B: -10; C: -3; D: 0.7; E: 2; F: 2; G: -2; H: -2.7; I: 1; J: i
Cc1cc(C)c(NC(=O)Nc2ccccc2)c(C)n1
  A: 0.3; B: -2; C: 5; D: 1.1; E: 1; F: 0; G: 3; H: -1.0; I: -3; J: i

Field names: A = TbMetRS inhib; B = Scp1 inh; C = DNMT1 block; D = MsrA inh; E = STEP inh; F = SUMO1-SIM PPI; G = NadD block; H = LMPTP block; I = CSN deneddyl inh; J = Rpn11 inh
CN(C)C(=O)CSCc1c(Cl)cccc1Cl
  A: -0.1; B: 4; C: 0; D: -0.5; E: -3; F: 1; G: 0; H: -1.5; I: 0; J: i
CC(C)=CCCC(C)N(C=O)C(C)CCC=C(C)C (stereo not drawn)
  A: -0.4; B: 3; C: 3; D: 0.1; E: 16; F: 2; G: 1; H: 0.3; I: 3; J: i
CCOC(=O)C1(Cc2ccccc2C(F)(F)F)CCN(CCCn2cccn2)CC1
  A: -0.5; B: -5; C: 4; D: -0.8; E: 1; F: 3; G: -1; H: 0.8; I: 2; J: i
O=C1C(=C(O)c2ccccc2)C(=O)c2ccccc21
  A: -0.6; B: 12; C: -9; D: 2.5; E: 8; F: -8; G: -2; H: -0.9; I: -3; J: i
N#Cc1cccc(NC(=O)N2CCC(c3nc4c(nnn4Cc4cccc(Cl)c4)c(=O)[nH]3)CC2)c1
  A: -0.2; B: -7; C: -5; D: 0.6; E: 0; F: 1; G: 10; H: 1.9; I: -3; J: i
CC(Nc1ncnc2sccc12)c1ccccc1 (stereo not drawn)
  A: -0.2; B: 4; C: -1; D: -0.8; E: 1; F: 6; G: 2; H: 0.8; I: 5; J: i
Clc1ccc(-c2noc(CN3CCCC3)n2)cc1
  A: -1.7; B: -9; C: -6; D: 2.2; E: -1; F: -1; G: -1; H: -2.0; I: 6; J: i
COc1ccccc1CCn1cnc(Cc2ccccc2)c1C(C)C
  A: -0.4; B: x; C: x; D: -0.7; E: x; F: 5; G: -2; H: -0.3; I: 5; J: x
CCCc1cc(=O)oc2c3c(cc(OCC(=O)N[C@@H](CSC)C(=O)O)c12)OC(C)(C)CC3
  A: -0.8; B: -19; C: 1; D: 2.1; E: 1; F: 0; G: -7; H: -1.9; I: -4; J: i
CN1OC[C@@H]2CN(C(=O)C(C)(C)C)[C@H](c3ccc(-c4cc5ccccc5o4)cc3)C[C@@H]21
  A: -1.1; B: x; C: -2; D: 0.0; E: 2; F: -9; G: 0; H: 0.1; I: 3; J: i
C/C(Cl)=C\C[N+](C)(C)CC(=O)OCCc1ccccc1
  A: -0.3; B: -8; C: 0; D: 1.1; E: -3; F: -1; G: -6; H: -1.8; I: 3; J: i
Nc1ccc(C2(c3ccc(N)cc3)c3ccccc3C(=O)c3ccccc32)cc1
  A: -0.8; B: 4; C: -18; D: -0.8; E: -4; F: 0; G: 19; H: 3.1; I: 3; J: i
COc1ccc(CN(C)C(=O)CCNS(=O)(=O)c2ccccc2)c(OC)c1
  A: -0.4; B: x; C: 1; D: -1.1; E: 0; F: 3; G: 2; H: -0.6; I: -1; J: i
COc1ccc(NC(=O)Cc2ccc(C)c(C)c2)cc1Cl
  A: -0.5; B: -2; C: 0; D: 0.5; E: -8; F: 1; G: -9; H: 0.1; I: -3; J: i
CC1(CC(=O)Nc2ccccc2)NC(=S)N(c2ccccc2)N1 (stereo not drawn)
  A: -0.5; B: -4; C: -5; D: 0.7; E: 1; F: -1; G: -2; H: -0.7; I: -2; J: i

Sorted by heavy-atom count (lowest first): part of the list above.
Field names: A = TbMetRS inhib; B = Scp1 inh; C = DNMT1 block; D = MsrA inh; E = STEP inh; F = SUMO1-SIM PPI; G = NadD block; H = LMPTP block; I = CSN deneddyl inh; J = Rpn11 inh
Clc1ccc(-c2noc(CN3CCCC3)n2)cc1
  A: -1.7; B: -9; C: -6; D: 2.2; E: -1; F: -1; G: -1; H: -2.0; I: 6; J: i
C=CCSc1nnc(-c2sc(-c3ccccc3)nc2C)n1C
  A: 0.7; B: -11; C: 1; D: 1.6; E: -1; F: -9; G: 1; H: -0.9; I: 1; J: i
CC1Sc2ccc(S(=O)(=O)N3CCC(C(=O)Nc4ccc(Cl)cc4)CC3)cc2NC1=O (stereo not drawn)
  A: 2.1; B: -16; C: -8; D: -0.4; E: -2; F: 6; G: 7; H: 3.8; I: 9; J: x
CC(C)(C)NS(=O)(=O)c1ccc(NC(=O)c2cc(-c3ccccc3)nc3ccccc23)cc1
  A: -1.2; B: -2; C: -11; D: 1.8; E: -1; F: 0; G: 18; H: 0.3; I: 0; J: i
COc1ccccc1CNC(=O)CCC1N=C2c3ccccc3N=C(SCC(=O)NCC3CCCO3)N2C1=O (stereo not drawn)
  A: 0.0; B: -1; C: 1; D: 0.8; E: -4; F: 2; G: -5; H: -0.2; I: 0; J: i

STEP inh: entries above that show a hit
Field names: A = TbMetRS inhib; B = Scp1 inh; C = DNMT1 block; D = MsrA inh; E = STEP inh; F = SUMO1-SIM PPI; G = NadD block; H = LMPTP block; I = CSN deneddyl inh; J = Rpn11 inh
Cn1c2ccccc2c(=O)c2c(=O)n(Cc3ccco3)c(COc3ccccc3)nc21
  A: -1.4; B: 93*; C: 38; D: -0.5; E: 71*; F: 42*; G: 43*; H: 69*; I: 19; J: i
